DPM-DC inhibit = S. pneumoniae DPM-DC inhibition; purified DPM-DC, PK/LDH coupled NADH fluorescence; calls only at 10 µM; 65,000 tested, 0.49% active;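 active = the 320 compounds with the highest percent inhibition in the single-dose primary screen, excluding strongly autofluorescent ones, cut at about 32% in these data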;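 note: kinetic rate of NADH fluorescence loss reporting ADP formed by the decarboxylase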
KRASV12 cytotoxicity = viability loss of HPDE-C7K cells – cell-based, fluorescence, HTS, primary screen (AID 431); HPDE-C7K KRASV12 cells, Alamar Blue viability, 48 h; higher % means a stronger effect; cytotoxicity, % at 10 µM, or EC50 in µM where a hit was titrated; 63,000 tested, 1.7% active;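 active = compounds whose percent cytotoxicity in the single-dose primary screen, scaled between solvent and toxic-drug controls, exceeds 50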;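 note: 0% = DMSO solvent wells and 100% = doxorubicin-treated wells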
PMK inhibit = S. pneumoniae PMK inhibition; purified PMK, PK/LDH-coupled NADH absorbance 340 nm; inhibition, % at 10 µM; 65,000 tested, 0.49% active;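 active = top-ranked compounds by inhibition in the single 10 µM screen, taking a fixed number of the strongest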;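 note: 0% = full reaction with DMSO carrier and 100% = background rate without enzyme reaction; no value below 0 was filed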
LYP inhibition = inhibition of human PTPN22 tyrosine phosphatase – biochemical, DiFMUP fluorescence, recombinant catalytic domain, 10 µM, primary screen (AID 606); 52,000 tested, under 10 active; recombinant LYP catalytic domain, DiFMUP fluorescence; higher % means a stronger effect; inhibition, % at 10 µM; hits with a dose series show IC50 in µM;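 active = IC50 under 40 µM in the dose-response test; inactive = IC50 of 40 µM or more, or never dose-tested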
Bfl-1 inhibitors = Bfl-1 inhibitors, primary screen, biochemical, fluorescence polarization, FITC-Bid, mouse (AID 432); displacement, % at 20 µM, or IC50 in µM where a hit was titrated; FITC-Bid BH3 peptide fluorescence polarization displacement; higher % means a stronger effect; 64,000 tested, 0.02% active; in the data active = a potency from the dose series; inactive = the rest, 99 in 100 with displacement below about 15%; note: strong numbers were not always called active
HPDE-C7 cytotoxicity = cytotoxicity in HPDE-C7 cells, cell-based, fluorescence, HTS (AID 430) | HPDE-C7 pancreatic duct cells viability, fluorescence; higher % means a stronger effect | one-dose cytotoxicity, % at 10 µM; EC50 in µM for titrated hits | 63,000 tested, 1.8% active;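 note: cells exposed to compound for 48 hours before viability readout; 0% = vehicle and 100% = reference cytotoxic drug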
TNAP inhibition = human TNAP enzyme inhibitors, biochemical, luminescent (AID 518); purified TNAP enzyme, luminescent substrate readout; higher % means a stronger effect; one-dose inhibition, % at 20 µM; IC50 in µM for titrated hits; 64,000 tested, 0.09% active; in the data active = a potency from the dose series; inactive = the rest, 99 in 100 with inhibition below about 22%;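 note: plate controls were vehicle for no effect and reference inhibitor for full effect; many of its hits are not listed in these tables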
HT1080 cytotoxicity = cytotoxicity in HT1080 fibrosarcoma cells, cell-based, fluorescence readout (AID 620); HT1080 viability, fluorescence; higher % means a stronger effect; 87,000 tested, 0.42% active; one-dose cytotoxicity, % at 10 µM; EC50 in µM for titrated hits;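 note: cells exposed to compound overnight then 4 h with Alamar Blue; 0% = vehicle DMSO and 100% = killing control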
MK inhibit = S. pneumoniae mevalonate kinase inhibition; purified MK, PK/LDH-coupled NADH absorbance 340 nm; inhibition, % at 10 µM; 65,000 tested, 0.48% active; AID 555;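 active = ranked among the strongest by inhibition in the single 10 µM screen, a fixed top-ranked set picked for dose follow-up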; note: no value below 0 was filed
PMK inhibit pilot replicates = also measured in PMK inhibit; calls as there; inhibition, %; measured here: pilot screen replicates
MK inhibit pilot replicates = also measured in MK inhibit; calls as there; inhibition, %; measured here: pilot screen replicates
DPM-DC inhibit pilot screen % = also measured in DPM-DC inhibit; calls as there; inhibition, %; measured here: pilot screen trials
* = called active by the depositor; i = inactive; · = not tested or not shown. Cut-off read from the data, not from the text of the source, unless noted: active = cytotoxicity above about 50%; inactive = the rest.

SMILES	DPM-DC inhibit	KRASV12 cytotoxicity	PMK inhibit	LYP inhibition	Bfl-1 inhibitors	HPDE-C7 cytotoxicity	TNAP inhibition	HT1080 cytotoxicity	MK inhibit	others
COc1ccc(S(=O)(=O)Nc2ccc(S(=O)(=O)Nc3nc(C)cc(C)n3)cc2)cc1OC	i	-7%	1	7%	-4%	6%	14%	-1%	3
O=C(CSc1nc2c(c(=O)n1-c1ccc(Br)cc1)SCC2)NCc1ccco1	i	·	0	-2%	·	·	·	·	6
C/C=C/c1ccc(OCCCNCC(C)O)c(OC)c1 (stereo not given)	i	12%	8	14%	0%	8%	5%	3%	6
O=CN(CCN(C=O)CN1CCCCC1)CN1CCCCC1	i	-14%	7	6%	4%	-3%	14%	21%	8
Cc1cc(C(=O)COc2cccc(-n3cnnn3)c2)c(C)n1-c1ccccc1	i	-3%	14	-9%	-2%	-2%	9%	27%	8
CCCOC(=O)CSc1nnc(-c2ccc(Cl)cc2Cl)o1	i	-8%	9	3%	-3%	-8%	15%	5%	11
NC(=O)C1CCN(C(=S)c2cccs2)CC1	i	-5%	7	-2%	-10%	-1%	8%	9%	10	PMK inhibit pilot replicates=0.0;MK inhibit pilot replicates=0.0;DPM-DC inhibit pilot screen %=0.0
O=C(O)Cn1cc(C(=O)c2cccs2)c2ccccc21	i	-13%	0	10%	-1%	-14%	8%	-4%	4
O=C(Cn1cnc2c(cnn2-c2ccccc2)c1=O)N1CCCc2ccccc21	i	-24%	16	-8%	-3%	-25%	11%	-5%	0
Cc1ccc2c(CC(=O)OCc3nc(N)nc(Nc4ccccc4C)n3)coc2c1	i	-6%	12	·	-4%	-8%	7%	0%	0
C[C@H](NC(=O)Nc1ccc2c(c1)OCCO2)C(=O)O	i	·	12	7%	-10%	·	18%	32%	5
CCSc1sccc1C1C(C#N)=C(N)N(c2cccnc2)C2=C1C(=O)CCC2 (stereo not given)	i	-10%	6	5%	-4%	-3%	6%	8%	9
COCCn1c(CCC(=O)O)nc2c1c(=O)[nH]c(=O)n2CC(C)C	i	·	18	·	0%	·	-4%	29%	2
CCOC(=O)CCc1c(C)c(C#N)c2nc3ccccc3n2c1-n1ccnc1C	i	5%	0	3%	-2%	4%	10%	-4%	6
Nn1c(SCC(=O)N2CCOCC2)nnc1-c1ccc(Cl)cc1Cl	i	-3%	5	-9%	7%	4%	17%	21%	7
CN(CC(=O)NC1CCCc2ccccc21)S(=O)(=O)c1ccc2c(c1)c(=O)n(C)c(=O)n2C (stereo not given)	i	-3%	8	6%	-4%	-10%	4%	-8%	3
O=C(O)CCC(=O)Nc1ccc(Br)cn1	i	-4%	8	·	0%	-8%	10%	14%	9
Nc1nnc(CSc2ccc(Cl)cc2)s1	i	0%	0	-5%	2%	-8%	8%	2%	0
CCOC(=O)C1CCN(c2c(NC3CCCc4ccccc43)c(=O)c2=O)CC1 (stereo not given)	i	12%	8	7%	-6%	2%	16%	1%	4	PMK inhibit pilot replicates=3.0;MK inhibit pilot replicates=2.0;DPM-DC inhibit pilot screen %=0.5
COc1cc(OC)c(C2C(C(=O)N3CCOCC3)=C(C)NC3=C2C(=O)CC(C)(C)C3)cc1OC (stereo not given)	i	-3%	0	11%	-5%	-11%	10%	·	6
Cc1cccc(Nc2ncccc2C(=O)O)c1C	i	-2%	0	·	-5%	5%	-3%	-1%	3
Cc1noc(C)c1C(=O)Nc1sc(C)c(C)c1C#N	i	21%	0	·	1%	6%	13%	-2%	11	PMK inhibit pilot replicates=5.0;MK inhibit pilot replicates=4.5;DPM-DC inhibit pilot screen %=3.5
O=C1c2ccncc2C(=O)N1C1CCCCC1	i	3%	12	4%	-2%	-7%	3%	30%	0
C1=C(CCNc2ncnc3nc[nH]c23)CCCC1	i	3%	10	8%	2%	0%	-21%	-2%	11
CSc1nc2ccc3nc(NC(=O)c4cccs4)sc3c2s1	·	-1%	13	11%	18%	2%	13%	-2%	7

Pulled one by one from above (3):
SMILES	DPM-DC inhibit	KRASV12 cytotoxicity	PMK inhibit	LYP inhibition	Bfl-1 inhibitors	HPDE-C7 cytotoxicity	TNAP inhibition	HT1080 cytotoxicity	MK inhibit	others
Cc1ccc2c(CC(=O)OCc3nc(N)nc(Nc4ccccc4C)n3)coc2c1	i	-6%	12	·	-4%	-8%	7%	0%	0
C[C@H](NC(=O)Nc1ccc2c(c1)OCCO2)C(=O)O	i	·	12	7%	-10%	·	18%	32%	5
Cc1cccc(Nc2ncccc2C(=O)O)c1C	i	-2%	0	·	-5%	5%	-3%	-1%	3

(next part)
SMILES	DPM-DC inhibit	KRASV12 cytotoxicity	PMK inhibit	LYP inhibition	Bfl-1 inhibitors	HPDE-C7 cytotoxicity	TNAP inhibition	HT1080 cytotoxicity	MK inhibit	others
O=C(CCn1ccc2ccccc21)Nc1ccc(N2CCOCC2)cc1	i	-15%	6	1%	-12%	-14%	1%	-2%	8
C=CC(C)Sc1nc2c(c(=O)n(C)c(=O)n2C)n1Cc1ccccc1Cl (stereo not given)	i	-2%	4	-7%	-4%	-8%	10%	3%	1
Cc1ccc(N2C(=O)c3n[nH]c(C)c3C2c2ccccn2)cc1 (stereo not given)	i	-3%	12	13%	-4%	-8%	-1%	-2%	11
COc1cccc(N(C(=O)c2ccco2)C(C(=O)NC2CCCC2)c2cccnc2)c1 (stereo not given)	i	6%	18	16%	-2%	6%	9%	-9%	8
CCC(=O)Nc1cc(C(F)(F)F)ccc1N1CCOCC1	i	6%	9	·	-4%	-4%	3%	-6%	5
O=C(NCCCN1CCCC1=O)c1ccc(Cl)c(NS(=O)(=O)c2ccc(F)cc2)c1	i	9%	12	-1%	0%	14%	12%	-2%	0
COc1cccc(NC(=O)Cc2cn(C)c3ccccc23)c1	i	14%	0	2%	6%	18%	6%	·	9
CC1(C)CC(=O)C(C=Nc2ccc(O)cc2)=C(O)C1	i	12%	6	-4%	-4%	16%	1%	7%	7
Cn1ncc2c(N3CCOCC3)ncnc21	i	-21%	17	3%	0%	-16%	10%	2%	0
CCOC(=O)c1cc(C)n(CCCN2CCOCC2)c1C	i	0%	2	2%	-9%	13%	7%	4%	8	PMK inhibit pilot replicates=0.0;MK inhibit pilot replicates=2.0;DPM-DC inhibit pilot screen %=0.0
O=C(NCc1ccccc1)NC1CC2CCC(C1)N2Cc1ccco1 (stereo not given)	i	9%	10	·	-6%	-5%	8%	6%	2
CCC(C(=O)OCC(=O)Nc1c(C)n(C)n(-c2ccccc2)c1=O)c1ccccc1 (stereo not given)	i	0%	0	5%	0%	4%	9%	-1%	14	PMK inhibit pilot replicates=0.0;MK inhibit pilot replicates=0.0;DPM-DC inhibit pilot screen %=1.5
COC(=O)c1cc(COc2ccc3c4c(c(=O)oc3c2)CCCC4)c(C)o1	·	1%	3	14%	-6%	1%	5%	-5%	1
CCCCN1CC(O)=C(c2nc3ccccc3[nH]2)C1=N	i	6%	5	12%	-1%	2%	-16%	-19%	0
COc1ccccc1NC(=O)Cn1nnc(C(=O)Nc2ccccc2)c1N	i	-4%	3	-8%	-2%	-4%	16%	1%	4
COCCn1cnnc1SCC(=O)c1ccc(S(=O)(=O)N2CCCC2)cc1	i	-26%	11	14%	-15%	-14%	0%	-1%	0
CCOC(=O)CNC(=O)c1nn(-c2cccc(OC)c2)c(=O)c2ccccc12	i	-3%	10	-2%	0%	-9%	9%	37%	0
CN1C(=O)CC(C(=O)Nc2ccc(F)cc2)SC1=Nc1ccc2c(c1)OCO2 (stereo not given)	i	12%	16	10%	0%	2%	13%	-3%	1	PMK inhibit pilot replicates=8.5;MK inhibit pilot replicates=0.0;DPM-DC inhibit pilot screen %=2.5
Cc1cccc(N2CCN(C(=O)c3cc4n(n3)C(C(F)(F)F)CC(c3ccco3)N4)CC2)c1C (stereo not given)	i	·	5	3%	2%	·	14%	0%	6
N#CC1=C(N)Oc2n[nH]c(-c3cccs3)c2C1c1ccco1 (stereo not given)	i	-2%	10	5%	-4%	-10%	21%	-10%	6
Cc1cc2c(c(=O)n1Cc1cccnc1)C(c1ccccc1)C(C#N)=C(N)O2 (stereo not given)	i	-10%	3	·	-5%	-1%	6%	-7%	12
COc1ccc(C2C(C(=O)N3CCN(c4ccccc4)CC3)c3ccccc3C(=O)N2C)cc1OC (stereo not given)	i	4%	8	5%	-1%	6%	-4%	-1%	8
N#CC1=C(N)Oc2n[nH]c(-c3cccs3)c2C1c1cccs1 (stereo not given)	i	-1%	0	5%	2%	5%	12%	-5%	2	PMK inhibit pilot replicates=6.5;MK inhibit pilot replicates=0.0;DPM-DC inhibit pilot screen %=4.0

As a working copy, 2 of the compounds above.
SMILES	DPM-DC inhibit	KRASV12 cytotoxicity	PMK inhibit	LYP inhibition	Bfl-1 inhibitors	HPDE-C7 cytotoxicity	TNAP inhibition	HT1080 cytotoxicity	MK inhibit	others
O=C(Cn1cnc2c(cnn2-c2ccccc2)c1=O)N1CCCc2ccccc21	i	-24%	16	-8%	-3%	-25%	11%	-5%	0
Cc1ccc2c(CC(=O)OCc3nc(N)nc(Nc4ccccc4C)n3)coc2c1	i	-6%	12	·	-4%	-8%	7%	0%	0

Structural class: the compounds so far containing bromine.
SMILES	DPM-DC inhibit	KRASV12 cytotoxicity	PMK inhibit	LYP inhibition	Bfl-1 inhibitors	HPDE-C7 cytotoxicity	TNAP inhibition	HT1080 cytotoxicity	MK inhibit	others
O=C(CSc1nc2c(c(=O)n1-c1ccc(Br)cc1)SCC2)NCc1ccco1	i	·	0	-2%	·	·	·	·	6
O=C(O)CCC(=O)Nc1ccc(Br)cn1	i	-4%	8	·	0%	-8%	10%	14%	9
